LDHA inh = LDHA (human) enzyme inhibition. purified LDHA, NADH/diaphorase-resazurin fluorescence; hits give low values. activity change, % (values are at about 110 or 230 µM). 0.15% of 480,000 active; in the data active means activity change below about -30%;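 further: plate controls were DMSO wells for no effect and wells without enzyme for full effect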
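LDH5 2 nM; NADH 0.06 mM, pyruvate 0.2 mM; 200 mM Tris pH 7.4, EDTA, Tween-20; 5 min RT. Detection: diaphorase 0.133 mg/mL + resazurin 37 µM, fluorescence ex540/em590 at 0 and 20 min; normalized to enzyme-free and DMSO wells.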
Starred values were filed as active, the others as inactive. A portion of the library. The share of hits here may be higher or lower than overall.

SMILES	LDHA inh
CCN(Cc1ccccc1)C(=O)CSc1nc(C2CC2)nc2ccccc12	12.3
CNC(=O)NC(=O)C(C)Sc1cc(C)c2ccccc2n1 (configuration not stated)	-20.6
NNc1c(Cl)cc(Cl)cc1Cl	-0.7
Cc1c(C#N)c(NC(=O)CN2CCN(C(=O)C3CC3)CC2)n(C2CCCCC2)c1C	10.1
CCOc1cccc(-c2cc(C(=O)OC)c3ccccc3n2)c1	11.9
O=C(c1cccs1)N1N=C(c2ccc(F)cc2)CC1c1ccc2nccnc2c1 (configuration not stated)	3.6
CC(CCc1ccccc1)NC(=O)c1ccc[n+]([O-])c1 (configuration not stated)	2.8
Cc1cc(NC(=O)C(C)(C)Oc2cccc(Cl)c2)no1	1.1
CC(C)c1nn2c(=O)cc(CSCC(=O)Nc3cccc4ccccc34)nc2s1	-1.1
O=C(OCC(=O)N1CCCC1)c1cc2ccccc2[nH]1	7.3
N#Cc1ccc2[nH]ccc2c1	-0.4
CC(C)N(C(=O)CSc1nnc(N)s1)C1CCCCC1	-2.3
COc1ccc(C(=O)O)cc1S(=O)(=O)NCC(=O)O	-5.5
COC(=O)[C@H](NC(=O)Nc1ccc(C)c(C)c1)C(C)C	-0.2
O=C1NC[C@H](CCCCN2C[C@H](Cc3ccc(O)cc3)N(CCc3ccccc3)C(=O)C2=O)N(CCC2CCCCC2)C1=O	2.3
CCCCCc1c(-c2cccc(Br)c2)ncn1CCc1ccccc1OC	1.3
CCCN(Cc1ccc(F)cc1)Cc1cc(=O)n2c3c(sc2n1)CCCC3	1.3
O=C(O)CNCc1cccc(F)c1	1.4
Cc1cc(NC(=O)C(C)OC(=O)c2ccc3c(c2)NC(=O)CS3)no1 (configuration not stated)	-0.2
CCn1c(=O)c2sccc2n(CC(=O)NCc2ccc(F)cc2Cl)c1=O	3.2
CCN(C(=O)Cc1nc(-c2cccs2)oc1C)c1ccccc1	-4.2
CCc1ccc2c(c1)-c1ccccc1S(=O)(=O)N2CC(=O)N1CCCCCC1	9.2
COCCCNc1oc(-c2cccs2)nc1C#N	-7.3
COC(=O)C(C(=O)OC)c1ccccc1NS(=O)(=O)c1c(C)cc(C)cc1C	0.8
COc1ccccc1CNC(=O)COc1ncnc2ccccc12	0.9

Later entries.
SMILES	LDHA inh
CCNC(=O)C(C)NC(=O)c1cc(C(C)C)nc2c1cnn2C(C)C (configuration not stated)	-9.2
CCOC(=O)c1nc2cc(C)c(C)cc2nc1NCCc1ccc(OC)c(OC)c1	2.3
Cc1oc2cc(OCC(=O)NCc3cccs3)ccc2c(=O)c1Oc1ccccc1	-0.9
Cc1ccc(/C=N/NC(=O)CC#N)cc1	-1.5
C#CCNC(=O)C[C@@H]1C[C@@]2(C(=O)OCC)CCC=C2N(CCC2=CCCCC2)C1=O	-0.6
O=C(c1cnc(N2CCOCC2)c2ccccc12)N1CCCCC1	4.8
CCc1ccccc1NC(=O)CSc1nnc(-c2cc3cccc(OC)c3o2)n1N	-5.6
O=C(Nc1cccc(F)c1)C1CC(=O)N(Cc2ccccn2)c2nc3ccccc3n21 (configuration not stated)	11.7
CC(=O)Nc1ccc(S(=O)(=O)N2CCN(c3ccc(NCc4ccccc4)nn3)CC2)cc1	1.4
CC1(C)CC(=O)c2cc(C#N)c(SCc3ccc(Cl)cc3)nc2C1	3.2
CC1CCC(NC(=O)C2(c3ccc(F)cc3)CCC2)CC1 (configuration not stated)	2.4
Cc1[nH]c(C)c(S(=O)(=O)Nc2cccc3c2CCCC3)c1C(=O)N1CCCCC1	0.8
COc1ccccc1Cn1ccnc1SCC(=O)Nc1ccc(C)cc1	9.4
CC(C)CN(C)C(=O)c1ccccc1-c1ncc(-c2ccccc2F)o1	6.0
CCc1ccc(CN(C)S(=O)(=O)c2cccc(Br)c2)cc1	-5.5
CCC(Sc1nc2nccnc2c(=O)n1Cc1ccccc1)C(=O)Nc1cc(C)ccc1OC (configuration not stated)	11.2
Cc1ccc(C(=O)c2cccc([N+](=O)[O-])c2)cc1C	-1.0
COc1cccc(-n2cnnc2SC(C)C(=O)Nc2cccc(C(C)=O)c2)c1 (configuration not stated)	-11.7
Cc1ccc(-c2nc(C#N)c(NCC(c3cccs3)N3CCOCC3)o2)cc1 (configuration not stated)	10.1
CCCn1c(=O)c2ccccc2n(CC(=O)N(C)c2cccc(Cl)c2)c1=O	10.2
CN(CC(=O)NC(C)(C)C)C(=O)c1cc2ccc(Br)cc2[nH]1	-10.0
C=CCOc1ccc(/C=C/C(=O)c2ccc(C#N)cc2)cc1	4.6
COC(=O)c1cc(C2CC2)nc2c1c(C)nn2CC(=O)NC(C)C	4.9
Brc1ccc(C2=NOC(c3ccc(Br)cc3)C2)cc1 (configuration not stated)	5.4
CC(=O)NC(NC(C)=O)c1ccccc1F	0.1

Remaining list, next part:
SMILES	LDHA inh
O=C(c1cc(-c2cccs2)nc2ccccc12)N1CCN(c2cccc(C(F)(F)F)c2)CC1	7.0
NC(=O)COc1ccc(NC(=O)c2nn(Cc3ccccc3)c(=O)c3ccccc23)cc1	0.3
Cc1cccc2nc(CSc3ccc4ccccc4n3)cc(=O)n12	-2.8
CCC1CCCCN1C(=O)C1=CC(c2ccc(OC)cc2)=NS(=O)(=O)N1C (configuration not stated)	-7.3
O=C(Nc1ccc2oc(-c3cccnc3)nc2c1)c1ccc(Cl)cc1	-8.7
Cc1cc(C(=O)CSc2n[nH]c(C(C)C)n2)c(C)n1C1CC1	10.5
Cc1sc(/N=C/c2ccc(C(C)(C)C)cc2)c(C#N)c1C	-4.8
CC(Sc1nc2cc(S(=O)(=O)N3CCCCC3)ccc2o1)C(=O)Nc1ccc(F)cc1 (configuration not stated)	-8.4
COC(=O)c1sc(NC(=O)c2csc3ccccc23)nc1C	9.0
N#Cc1c(N2CCN(C(=O)C(=O)NCC3CCCO3)CC2)nc(-c2ccccc2)c2c1CCCC2 (configuration not stated)	5.6
O=C(c1ccccn1)N1CCN(C(c2ccc(F)cc2)c2ccc(F)cc2)CC1	5.4
CCOc1ccc2ncc(S(=O)(=O)c3ccccc3)c(N3CCCCC3)c2c1	-12.2
O=C(Cc1cccc(F)c1)NCc1ccnc(OCc2ccccc2)c1	2.6
Cc1c(C(=O)C(=O)NCc2ccc(F)cc2)c2ccccc2n1C	-4.6
CN1CCN(c2cccc(Nc3nn4c(=O)c5ccc(Br)cc5nc4s3)c2)CC1	0.0
Cc1ccc(C(=O)C(C)OC(=O)c2cc3ccccc3oc2=O)cc1 (configuration not stated)	-3.4
COc1ccc(-c2nc3cc(NC(C)=O)ccc3o2)cc1OC	-17.7
CCOC(=O)c1c(C)[nH]c(C(=O)C(C)Nc2cc(OC)ccc2OC)c1C (configuration not stated)	0.4
CCc1ccc(N/C(N)=N/c2nc(C)cc(C)n2)cc1	2.5
COc1ccc(C(C)=O)cc1CO/N=C/c1ccc(OC(F)F)c(OC)c1	13.8
Cc1cccc(C(=O)NC(Nc2ccc(Cl)cc2)C(Cl)(Cl)Cl)c1 (configuration not stated)	-2.1
O=C(CSc1nc(CN2CCOCC2)nc2ccccc12)NC1CC1	2.1
N#CCSc1nnc(-c2nn(Cc3ccccc3)c(=O)c3ccccc23)o1	-2.9
CC(C)Cn1c(SCC(=O)NC(C)c2ccc(F)cc2F)nc2ncccc2c1=O (configuration not stated)	-21.7
Cc1nc(NCCCNC2CCCCC2)c2cnn(C)c2n1	11.9

Brought forward from above: 2 compounds, then new ones.
SMILES	LDHA inh
CC(C)Cn1c(SCC(=O)NC(C)c2ccc(F)cc2F)nc2ncccc2c1=O (configuration not stated)	-21.7
Cc1nc(NCCCNC2CCCCC2)c2cnn(C)c2n1	11.9
COC(=O)C(C(=O)OC)c1cc2c(cc1CNS(=O)(=O)c1ccc(C)cc1)OCO2	-5.9
CSc1ccc(CN(C)C(=O)CSc2nnc(COc3ccc(Cl)cc3)n2C)cc1	13.9
Cc1cc(C)n2c(NC3CCCC3)c(-c3cc4ccccc4o3)nc2n1	-2.6
CCN(CC)S(=O)(=O)c1ccc(-c2csc(N)n2)cc1	-2.6
C=CCNC(=O)c1cc(-c2ccncc2)nc2ccccc12	0.0
Cc1ccc(/C=C/C(=O)c2ccc(C)o2)o1	3.6
Cc1ccc(-n2c(=O)c3ccccc3n3c(SCC(=O)Nc4ccccc4)nnc23)cc1	-1.3
CC(=O)c1c(C)[nH]c(C(=O)OC(C)c2nnc(-c3cccc(C)c3)o2)c1C (configuration not stated)	0.8
CCOCCSc1nc2c(c(=O)[nH]c(=O)n2C)n1CCC(C)C	1.7
CCOC(=O)CSc1nc2c(c(=O)[nH]c(=O)n2C)n1Cc1ccccc1Cl	27.9
Cc1cc(OCC(=O)Nc2ccc(C(=O)OC(C)C)cc2)cc(C)c1Cl	23.1
CCOc1cc2c(cc1NC(=O)CCc1ccco1)OC(C)C2 (configuration not stated)	0.5
COc1ccc(NC(=O)Cc2coc3cc(C)c(C)cc23)cc1Cl	-0.4
COc1ccc(-c2nc3c(s2)CN(C(C(=O)O)c2c[nH]c4ccc(CO)cc24)CC3)cc1OC (configuration not stated)	2.9
O=C(COc1ccc2ccc(=O)oc2c1)N1CCCc2ccccc21	4.8
CC(C)(C)OC(=O)NC(C)(C)C(=O)NOCc1ccccc1	1.5
O=C(O)c1ccc(/C=C/C(=O)c2ccco2)cc1	2.7
O=C(CN1CCN(c2nc(-c3cccs3)nc3ccccc23)CC1)N1CCCC1	-8.7
O=C(CSc1ccc2c(c1)OCCCO2)c1ccc2c(c1)CCO2	-25.0
Cc1cccc(-n2nc(C)c3c2NC(=O)CC3C(=O)c2ccccc2)c1C (configuration not stated)	-2.6
O=[N+]([O-])c1ccc2[nH]c3c(c2c1)CCC/C3=N\O	-1.3
CN1CCC(N(C)CC(NC(=O)c2cccc(C(F)(F)F)c2)c2ccccc2)CC1 (configuration not stated)	4.9
CC(CNC(=O)Cc1n[nH]c(=O)c2ccccc12)c1ccccc1 (configuration not stated)	-3.5
Cc1[nH]c2ccccc2c1C(=O)c1cc(Cc2ccccc2)sc1N	2.4
CC(=O)N1N=C(c2cc(Cl)ccc2Cl)CC1c1ccc2nccnc2c1 (configuration not stated)	-0.2

Brought forward from above: 2 compounds; new compounds follow.
SMILES	LDHA inh
Cc1[nH]c2ccccc2c1C(=O)c1cc(Cc2ccccc2)sc1N	2.4
CC(=O)N1N=C(c2cc(Cl)ccc2Cl)CC1c1ccc2nccnc2c1 (configuration not stated)	-0.2
Cc1ccc(Sc2nc3c(c(=O)[nH]c(=O)n3C)n2Cc2cccc(C)c2)cc1	-10.2
NS(=O)(=O)c1ccc(NC(=S)Nc2ccccc2)cc1	-1.2
CC1CCN(S(=O)(=O)c2cn(CC(=O)Nc3ccc(F)cc3Cl)cn2)CC1	-0.7
O=S(=O)(NCCc1ncc2ccccn12)c1ccc(Cl)cc1	3.1
COc1cc2ncnc(N(C)Cc3csc(C)n3)c2cc1-c1ccc2c(c1)OCO2	-1.4
CCOC(=O)c1noc2nc(C)n(CC(=O)Nc3cc(C)ccc3OC)c(=O)c12	-4.9
CN(C(=O)Cc1cccc2ccccc12)c1nc2ccccc2o1	6.3
CC(C)[Si](C#CCN1CCCCC1)(C#CCN1CCCCC1)c1ccccc1	-0.7
CC(C)CCC(C)NC(=O)CCCNC(N)=O (configuration not stated)	-0.3
CC(=O)c1cn(CC(=O)N2CCCCCC2)c2ccccc12	19.7
O=C(CNc1cc(S(=O)(=O)N2CCCCC2)ccc1N1CCCCC1)Nc1ccc(F)cc1	1.5
CCOC(=O)c1cc(-c2ccccc2)nc2c(C)cc(C)cc12	1.8
Cc1cc(C)cc(NC(=O)C2CC(=O)NC(=NCc3ccccc3)N2)c1 (configuration not stated)	3.7
COC(=O)c1ccc(C(=O)OC)c(NC(=O)COC(=O)CC2Sc3ccccc3NC2=O)c1 (configuration not stated)	0.2
CNc1c(NC(=O)Nc2cccc(Cl)c2)c(=O)oc2ccccc12	-0.3
Cc1ccc(NC(=O)N2CCC3(CC2)OCCO3)cc1C	1.9
CCN1CCN(C(=O)CN(c2cccc(C(F)(F)F)c2)S(C)(=O)=O)CC1	5.7
O=C1C(Sc2cccc(F)c2)=C[C@@]2(O)CC[C@@H](O)[C@]1(Sc1cccc(F)c1)[C@H]2O	7.8
COc1ccc(-c2cc3ncc(C(=O)c4cc(Br)ccc4O)cn3n2)cc1	-0.2
CC1CCN(CCCNCc2ccccc2)CC1	2.7
CCOC(=O)Cc1nnc(NC(=O)Nc2ccc(Cl)cc2)s1	-6.1
CCOc1cccc(C(=O)Nc2cccc(C(F)(F)C(F)(F)OC(F)(F)C(F)(F)C(F)(F)OC(F)(F)F)c2)c1	6.8
CC(=O)NC(NC(=S)Nc1ccc(C)cc1)C(Cl)(Cl)Cl (configuration not stated)	2.5
CCOc1cc(/C=C(/C#N)c2nc3ccccc3[nH]2)ccc1OC	-8.0
CCOC(=O)COc1ccc(/C=C(/C#N)c2nc3ccc(C)cc3[nH]2)cc1OCC	9.9

Taken from above:
Reading for CC1CCN(CCCNCc2ccccc2)CC1 under LDHA inh: 2.7
Reading for CC(C)Cn1c(SCC(=O)NC(C)c2ccc(F)cc2F)nc2ncccc2c1=O (configuration not stated) under LDHA inh: -21.7
Reading for O=C(OCC(=O)N1CCCC1)c1cc2ccccc2[nH]1 under LDHA inh: 7.3

(further entries)
SMILES	LDHA inh
Cc1[nH]c2ccc(C(=O)NCCN3CCN(C)CC3)cc2c1C	11.7
CN(C)C=Nc1ccccc1I	11.5
O=C(Nc1ccccc1)C1=C(c2ccccc2)SCCO1	-5.2
COC(=O)C1(C(=O)OC)C[C@H](c2cccs2)N(Cc2ccccc2OC)[C@@H]1c1ccc(F)cc1	1.2
Cc1ccc(NC(=O)C2CCCC2)cc1C	0.7
O=C(CCc1c[nH]c2ccccc12)N1CCCC1c1ccccc1 (configuration not stated)	-1.5
CC(C(=O)N(C)C)N(c1ccc(Cl)cc1)S(C)(=O)=O (configuration not stated)	0.4
CC(=O)Nc1cc(C)c(O)c(-c2nc3cc(C)ccc3o2)c1	3.1

Part of the list above in another layout.
canonical_smiles | LDHA inh
O=C(CCc1c[nH]c2ccccc12)N1CCCC1c1ccccc1 (configuration not stated) | -1.5
CC(C(=O)N(C)C)N(c1ccc(Cl)cc1)S(C)(=O)=O (configuration not stated) | 0.4
CC(=O)Nc1cc(C)c(O)c(-c2nc3cc(C)ccc3o2)c1 | 3.1

Screening results as filed in PubChem.
